zfTRPN1 agonist = zebrafish TRPN1 (NompC) channel agonism | HEK293 zebrafish TRPN1-YFP, Fluo-8 calcium fluorescence; 100% = response to 87 µM carbachol | activation, % at 3 µM | 0.18% of 220,000 active | AID 1424;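 active means activation above its plate's cutoff, the mean activation of test wells on that plate plus 3 SD, cut at about 19% in these data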;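 further: 0% = DMSO alone and 100% = 87 µM carbachol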
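Material: zebrafish TRPN1-YFP in HEK293 cells; Doses: single test compound dose, 3 µM nominal, 0.3% DMSO; Timing: dye loading 1 h at 37 °C, then 30 min room temperature; Technique: intracellular calcium fluorescence with Fluo-8; Benchmarks: high carbachol 87 µM, low DMSO alone.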
Ba/F3 V617F tox = reduce viability of Ba/F3 cells dependent on JAK2V617F. Ba/F3 EpoR-JAK2V617F viability, ATP luminescence. inhibition, % at 5.6 µM. 1.1% of 220,000 active. AID 1446;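 active means inhibition above the campaign mean plus 3 SD over all tested compounds, cut at about 24% in these data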;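 further: cytokine-independent growth of Ba/F3 cells driven by EpoR plus mutant JAK2; 0% = DMSO-treated cells and 100% = JAK inhibitor I control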
PPC-1+TRAIL kill = compounds killing PPC-1 cancer cells with TRAIL present (potentiator screen, no TRAIL-free arm); 0.41% of 220,000 active; PPC-1 cells + TRAIL, ATPLite viability luminescence; cell killing (% activity), % at 4 µM;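 active means cell killing above 50% in the first pass at 4 µM, then a duplicate retest at 5 µM averaging 50% or more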;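 further: plate controls were cells with TRAIL plus DMSO for no effect and medium-only wells lacking cells for full effect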
RBBP9 inh = blocks human serine hydrolase RBBP9; AID 1515; inhibition, % at 7.94 µM; recombinant RBBP9, FP-Rh probe fluorescence polarization; 0.2% of 220,000 active;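 active means inhibition above the campaign mean of all tested compounds plus 3 SD, cut at about 14% in these data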;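 further: plate controls were DMSO wells with RBBP9 for no effect and wells lacking RBBP9 protein for full effect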
Target sequence (O75884 whole entry, looked up): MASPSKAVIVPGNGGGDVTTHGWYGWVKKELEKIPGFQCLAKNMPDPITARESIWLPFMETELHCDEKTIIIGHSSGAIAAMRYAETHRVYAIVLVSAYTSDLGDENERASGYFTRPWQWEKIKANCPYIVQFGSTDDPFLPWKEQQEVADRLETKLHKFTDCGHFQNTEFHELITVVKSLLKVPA
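System: RBBP9 protein | Quantity: 2.5 µM RBBP9 dispensing solution, before mixing | Reagent: FP-Rh probe, 375 nM dispensing solution | Timing: Enzyme-compound preincubation 30 min, then probe labeling 45 min, 25 °C | Measured by: Fluorescence polarization | Read-out: % inhibition | Replication: One well per compound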
TRPML3 ag = activates the human TRPML3 channel; Q8TDD5; HEK293 TRPML3-YFP, Fluo-8 calcium fluorescence; 100% = the carbachol control signal; activation, % at 3 µM; 0.29% of 220,000 active; AID 1448;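 active means activation above its plate's cutoff, the mean activation of the plate's test wells plus 3 SD, cut at about 12% in these data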;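 further: 0% = DMSO only wells and 100% = carbachol wells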
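Test system – HEK293 line with stable expression of human TRPML3-YFP channel · Control set – carbachol 87 µM final as high control (100%), DMSO as low control (0%) · Signal – Fluo-8 calcium dye fluorescence, ex 470-495, em 515-575 nm · Incubation – 1-h 37 °C dye load, 5-s basal, 120-s post-compound reads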
BaF3 tox = reduces parental Ba/F3 cell viability, JAK2V617F counter-screen | CellTiter-Glo ATP luminescence | AID 1486 | inhibition, % at 5.6 µM | 1.1% of 220,000 active;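 active means inhibition above a per-campaign cutoff, the mean inhibition of all tested compounds plus 3 SD, cut at about 27% in these data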;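 further: 0% = DMSO wells and 100% = JAK Inhibitor I control wells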
TNF death inh = TNF-alpha cell death inhibition in Jurkat FADD-/- cells | Jurkat FADD-/- TNF necroptosis rescue, ATP luminescence, 24 h; 0 = TNF only, 100 = no-TNF cells | activation (protection from cell death), % at 10 µM | 0.068% of 220,000 active | AID 463075;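 active means activation, meaning protection from cell death, of at least 50% relative to plate controls; inactive means activation below 50%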;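 further: necroptosis triggered by 40 ng/mL TNF-alpha added together with compound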
Wee1 degr inh = blocks degradation of human Wee1 kinase. P30291. HeLa Luc-Wee1K328M stability, luciferase luminescence; 100% = proteasome inhibitor MG132 effect. reporter increase, % at 5 µM. 1.2% of 220,000 active;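 active means activation above the mean of all tested compounds plus 3 SD, set per screening run, cut at about 8.8% in these data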;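 further: cells exposed to compound for 20 h before luminescence read; 0% = DMSO alone and 100% = MG132 at 30 µM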
Target sequence (P30291 whole entry K328M): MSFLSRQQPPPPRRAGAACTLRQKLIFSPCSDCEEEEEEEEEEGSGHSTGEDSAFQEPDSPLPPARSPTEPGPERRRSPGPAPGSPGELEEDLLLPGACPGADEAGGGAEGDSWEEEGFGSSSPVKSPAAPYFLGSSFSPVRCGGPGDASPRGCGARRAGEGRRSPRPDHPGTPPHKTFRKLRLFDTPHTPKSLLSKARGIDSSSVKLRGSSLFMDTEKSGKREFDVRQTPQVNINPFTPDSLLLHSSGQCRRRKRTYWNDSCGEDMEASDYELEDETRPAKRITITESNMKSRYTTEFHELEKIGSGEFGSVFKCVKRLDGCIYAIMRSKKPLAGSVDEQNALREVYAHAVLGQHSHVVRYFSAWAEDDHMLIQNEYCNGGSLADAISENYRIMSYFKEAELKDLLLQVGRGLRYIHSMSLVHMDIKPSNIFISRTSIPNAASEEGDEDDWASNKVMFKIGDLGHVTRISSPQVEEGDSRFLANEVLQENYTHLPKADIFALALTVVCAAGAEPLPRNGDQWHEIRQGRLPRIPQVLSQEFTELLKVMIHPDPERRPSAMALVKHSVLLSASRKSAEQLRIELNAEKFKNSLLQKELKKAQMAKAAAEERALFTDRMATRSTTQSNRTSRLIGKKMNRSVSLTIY
CHOP inhibitor = blocks CHOP induction under ER stress; CHO-K1 CHOP-promoter luciferase, tunicamycin-induced, 15-18 h; inhibition, % at 10 µM; 3.8% of 220,000 active;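 active means compounds that reduced the stress-induced luciferase reporter signal by more than about 70% of percent inhibition, limit read from the data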;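 further: 0% = tunicamycin plus vehicle and 100% = wells without tunicamycin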
* = called active by the depositor; . = not tested or not shown; [ ] = remark or other dose.

SMILES	zfTRPN1 agonist	Ba/F3 V617F tox	PPC-1+TRAIL kill	RBBP9 inh	TRPML3 ag	BaF3 tox	TNF death inh	Wee1 degr inh	CHOP inhibitor
CCC1CSC(Nc2ccc(C(=O)/C=C/c3ccc(Br)cc3)cc2)=N1 (stereo not given)	-1.4	6	14	-17	0.5	2	0.6	-4	89*
NNC(=O)C(=O)Nc1ccc(Cl)c(Cl)c1	1.8	-2	-8	-2	1.0	-1	1.5	-1	4
Cc1cccc2nc(-c3ccccc3)nc(N3CCC(O)(c4ccc(Cl)cc4)CC3)c12	2.1	3	10	-8	0.4	8	2.8	1	7
CCOc1ccc(S(=O)(=O)NCCC(=O)OC(C)C(=O)N2CCc3ccccc32)cc1 (stereo not given)	4.9	-3	-1	-6	2.3	2	-1.1	-1	45
O=C(CC(c1ccccc1)c1ccccc1O)N1CCCC1 (stereo not given)	-0.9	2	2	-2	-0.2	5	-1.4	-2	8
Cc1cc(C)c(C)c(S(=O)(=O)NCCCN2CCOCC2)c1C	0.7	4	-7	0	0.8	90*	1.3	0	2
Cc1csc(-c2coc3cc(O)cc(C)c3c2=O)n1	-0.2	1	3	-7	-0.2	7	-1.2	1	27
CC1CN(c2nnc(NC(=O)c3ccccc3)s2)CC(C)O1 (stereo not given)	-0.6	0	13	-6	0.7	2	2.0	2	-9
Cc1nc2ccccc2n1CCCOc1ccccc1	3.7	-3	37	3	0.7	3	-1.6	3	6
Cc1cc(C)c(C(=O)CN2C(=O)NC3(CCCCC3)C2=O)cc1C	-0.8	-2	-1	-5	0.5	-1	0.3	0	21
O=c1c([N+](=O)[O-])c(N2CCCCCC2)c2ccccc2n1-c1ccccc1	-2.1	-4	8	2	-0.2	2	-1.0	-2	45
COc1cccc(C(=O)N2CCN(C3CCN(Cc4ccccc4)CC3)CC2)c1OC	1.2	0	13	-6	0.0	-1	1.1	-2	5
Cc1nn(-c2ccccc2)c(Cl)c1C(=O)Nc1nnc(C2CCCCC2)s1	0.0	1	25	0	0.7	1	0.6	2	63
Cc1noc(C)c1COc1ccc(C(=O)OCC(=O)NC23CC4CC(CC(C4)C2)C3)cc1	-0.3	-2	-9	-3	5.0	6	-1.2	4	31
COc1cc(NC(=O)C2CCCN(S(=O)(=O)c3ccc4c(c3)oc(=O)n4C)C2)cc(OC)c1 (stereo not given)	0.1	-3	16	-8	-0.4	-1	0.9	1	14
COc1ccc(Cl)cc1NC(=O)Cc1c(F)cccc1Cl	-1.1	0	20	-7	-0.3	2	0.4	-1	36
O=C(c1ccccc1Oc1ccccc1)N1CCN(c2ccccc2)CC1	-1.2	-3	15	-8	0.1	1	-3.4	0	17
O=C(Nc1ccc(Cc2ccncc2)cc1)C1CCC(N2C(=O)C3C4C=CC(C4)C3C2=O)CC1 (stereo not given)	3.5	-4	10	-5	2.1	4	-8.3	0	2
CCN(CC)c1ncnc2scc(C3COc4ccccc4O3)c12 (stereo not given)	-2.2	-1	13	-4	-0.5	2	-0.9	-1	28
CC1(c2ccc(OCC#N)cc2)C=C(c2ccc(OCC#N)cc2)n2nc(C(F)(F)F)nc2N1 (stereo not given)	0.6	-2	28	-11	0.9	2	11	-1	10
CCN1CCCC(NC(=O)c2scc3c2CCCC3)C1 (stereo not given)	0.1	9	-7	-4	-0.1	8	2.5	-1	23
CCCn1nnc(NC(=O)/C=C/c2ccccc2)n1	0.2	2	5	-3	0.5	8	0.7	3	4
COc1ccc(C(=O)NCC(=O)OCc2ccccc2F)cc1	-0.5	0	12	0	0.5	2	0.4	-2	4
CCC(C)NS(=O)(=O)c1ccc(NC(=O)c2c(-c3ccccc3)noc2C)cc1 (stereo not given)	2.1	-5	4	-2	-0.3	4	0.3	1	21
Cc1cccc(NC(=O)CSc2nc3[nH]ncc3c(=O)[nH]2)c1	-0.9	-3	0	-4	0.1	0	2.1	4	19
Cc1ccc(/C=N/n2c(-c3ccco3)n[nH]c2=S)cc1	-2.6	0	11	3	-1.2	-2	-0.3	-2	11
CCOC(=O)N1CCC(=C(C#N)C(=O)Nc2cc(OC)ccc2OC)CC1	-0.4	-3	-18	3	-0.5	1	0.5	2	-7
O=C(O)CCc1ccc(-c2cccs2)n1CCC(=O)O	0.4	3	2	-3	-0.1	5	-0.9	-2	-18
O=C1c2ccccc2-c2cccc(C(=O)N3CCCCC3)c21	-0.1	-2	-11	-6	-0.3	-4	-0.2	0	3
CC(C(=O)O)n1ncc2ccccc2c1=O (stereo not given)	0.5	-1	-5	2	0.4	-1	1.3	-4	11
O=c1c(-c2ccccc2)coc2c(CN3CCOCC3)c(O)ccc12	-0.6	-1	21	-9	1.0	4	0.6	0	-11
Cc1ccc(CCNC(=O)C2CCCN(C(=O)N(C)C)C2)cc1 (stereo not given)	-1.1	-5	12	-10	-0.3	1	1.5	1	3
Cc1c(Cl)cccc1NC(=S)NCc1cccn1C	-1.8	-6	20	-6	0.6	0	-1.1	9	8
O=C(NCCN1CCOCC1)c1ccncc1	0.9	-1	-16	-3	1.3	1	-0.6	12*	16
COc1ccc(S(=O)(=O)NC(C)C)cc1-n1cnnn1	0.1	-4	-15	7	0.4	-1	1.3	-4	-33
COC(=O)c1sccc1-c1ccc(C(=O)Nc2ccccc2)o1	-0.8	0	17	-10	-1.5	5	-5.1	1	22
Cc1cccc(C)c1NC(=O)COC(=O)c1ccc([N+](=O)[O-])o1	0.3	1	-21	-2	-1.9	1	1.1	-3	8
CC1=CC2=NC(=O)CC(C)(C(=O)N(CC(=O)NC(C)(C)C)C3CCCC3)N2C=C1 (stereo not given)	0.7	0	17	1	0.0	7	-1.3	-2	-28
Cc1nc2ccc(F)cc2cc1C(=O)NCC1CCCO1 (stereo not given)	0.6	2	2	-2	0.4	3	-0.4	0	19
CCOc1ccc(-c2nnn(CC(=O)Nc3cc(OC)cc(OC)c3)n2)cc1OCC	-0.2	-1	-1	1	0.7	1	1.4	5	53
CC1CC(C)CN(C(=O)c2ccc(CSc3nc4ccncc4[nH]3)cc2)C1 (stereo not given)	4.2	-1	2	-11	2.6	6	-0.5	6	-17
O=C(CSc1nnc(-c2ccc3c(c2)OCO3)n1-c1ccccc1)c1ccccc1	-0.2	1	-8	-10	-0.3	4	1.0	-1	33
O=C(O)CCC(=O)N(Cc1cccnc1)Cc1cccc(F)c1	0.9	1	23	-9	1.3	3	-2.1	2	17
COc1ccc(OCCSc2nnc(-c3ccoc3C)n2C)cc1	0.7	1	-1	-2	0.1	3	1.0	3	-10
CCn1nc(C(=O)Nc2ccccc2C)c(Cl)c1Cl	-1.6	7	22	1	-0.6	8	0.2	-1	19

Gathered by group, those above containing a cyano group
SMILES	zfTRPN1 agonist	Ba/F3 V617F tox	PPC-1+TRAIL kill	RBBP9 inh	TRPML3 ag	BaF3 tox	TNF death inh	Wee1 degr inh	CHOP inhibitor
CC1(c2ccc(OCC#N)cc2)C=C(c2ccc(OCC#N)cc2)n2nc(C(F)(F)F)nc2N1 (stereo not given)	0.6	-2	28	-11	0.9	2	11	-1	10
CCOC(=O)N1CCC(=C(C#N)C(=O)Nc2cc(OC)ccc2OC)CC1	-0.4	-3	-18	3	-0.5	1	0.5	2	-7

Remaining list, next part
SMILES	zfTRPN1 agonist	Ba/F3 V617F tox	PPC-1+TRAIL kill	RBBP9 inh	TRPML3 ag	BaF3 tox	TNF death inh	Wee1 degr inh	CHOP inhibitor
COC(=O)N=Nc1c(O)n(Cc2ccccc2)c2ccccc12	2.4	2	5	-8	0.2	4	-0.5	2	7
CC(OC(=O)CC(NC(=O)c1ccccc1Cl)c1ccccc1)C(=O)Nc1cccc(Cl)c1Cl (stereo not given)	4.7	2	9	-15	-1.0	5	1.1	2	28
Cc1ccccc1OCCCCCNCCO	2.9	-1	2	-6	1.6	6	2.4	0	31
O=c1oc2c(CN3CCCCC3)c(O)ccc2c2c1CCCCC2	0.7	-5	19	-8	1.0	2	1.5	-1	5
Cn1c(NNC(=O)/C=C/c2ccc3c(c2)OCO3)cc(=O)n(C)c1=O	0.5	-3	9	-2	-0.3	5	1.5	3	-4
O=C(CC1SC(=O)NC1=O)Oc1ccc(/C=N/NC(=O)c2ccccc2O)cc1 (stereo not given)	-0.8	-4	0	-4	0.6	1	-0.5	1	13
Cc1cc2nc(SCCOC(=O)Nc3ccccc3)nc(C)c2cc1C	-0.8	-4	11	-5	-0.5	5	2.0	1	28
Cc1cc(C)c(NC(=O)CCCOC(=O)C2=COCCO2)c(C)c1	0.6	1	17	-4	0.5	2	-2.6	0	-2
COCCOC(=O)c1c(NC(=O)CNc2ccc(C)c(F)c2)sc(C(N)=O)c1C	2.6	1	2	-7	0.8	0	0.8	-1	-5
COc1ccc(/C=C/C(=O)N(CC(C)C)CC(C)C)cc1Br	-2.0	2	6	-11	-0.7	2	-2.4	-2	84*
COC(=O)c1ccc(OC)c(CSc2nnc(COc3cccc(C)c3)o2)c1	1.7	-6	-4	-11	0.8	2	0.4	1	-14
CCOC(=O)COC(=O)c1ccc(Oc2cc(C)nc(SC)n2)cc1	0.1	1	17	2	-0.3	6	-1.8	-3	17
O=C(c1ccco1)N1CCN(C(=O)C2CC(c3ccc(Cl)c(Cl)c3)=NO2)CC1 (stereo not given)	3.6	-2	28	-6	1.2	1	-0.9	-2	26
Cc1ccc2cc(C(=O)O)c(C)nc2c1	0.5	-5	10	-12	-0.4	-1	-0.3	-3	-21
COc1ccc(C(=O)COC(=O)CNC(=O)C2CCCCC2)c(OC)c1	-0.1	-5	25	-1	0.3	1	-0.5	-1	31
COC(=O)C1=C(N)Oc2cc(C)n(Cc3ccncc3)c(=O)c2C1c1cccnc1 (stereo not given)	0.1	4	.	-13	0.6	4	-1.5	14*	.
Cc1ccc(-c2nnn(C/C(N)=N/O)n2)cc1	-0.4	-2	.	-4	-0.2	4	0.1	0	7
Cc1ccc(C(=O)Nc2nc3ccccc3s2)s1	0.8	2	46	-11	1.2	6	2.8	2	-3
Cc1cccc(C(=O)Oc2ccc(/C=N/NC(=O)Cc3ccc([N+](=O)[O-])cc3)cc2)c1	-0.3	4	-5	-16	0.0	8	1.3	-2	48
CCOC(=O)c1sc(Nc2ccc(F)cc2)nc1C	1.1	-1	-1	-6	0.2	3	1.8	-3	-29
O=C1CC(N2CCN(c3ccc(Cl)c(Cl)c3)CC2)C(=O)N1 (stereo not given)	-0.7	-3	-10	-3	1.0	0	-0.7	1	-2
S=C(NCCCN1CCOCC1)Nc1cccc(-c2nnc3n2CCCCC3)c1	-0.8	2	.	-5	1.1	4	-0.6	0	6
CN(C)c1nc(C=C(C#N)C#N)c(Cl)n1-c1ccc(F)cc1	0.3	4	7	-7	0.3	2	-2.7	3	96*
O=C(/C=C/c1ccc2c(c1)OCO2)Nc1cccnc1	1.8	1	60*[5 µM]	2	0.9	7	-1.6	4	-3

Bioassay records: PubChem BioAssay, several laboratories
